Compound activity deposited in PubChem by Emory University Molecular Libraries Screening Center.
14-3-3g Raf – modulators of human 14-3-3 gamma - Raf peptide interaction. FP, 14-3-3gamma / TMR-pS259-Raf peptide binding. inhibition, % at 40 µM. hit rate 0.19% among 160,000; in the data active means inhibition above about 30%;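 further: 0% = protein plus tracer without compound and 100% = blank with tracer alone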
Target sequence (P61981 whole entry, looked up): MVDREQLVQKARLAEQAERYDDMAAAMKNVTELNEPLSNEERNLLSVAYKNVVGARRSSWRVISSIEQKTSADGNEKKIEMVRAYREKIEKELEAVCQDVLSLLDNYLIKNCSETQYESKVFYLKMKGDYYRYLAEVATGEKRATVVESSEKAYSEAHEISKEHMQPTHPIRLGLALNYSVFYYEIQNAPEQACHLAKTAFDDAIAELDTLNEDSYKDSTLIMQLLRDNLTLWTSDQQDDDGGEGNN
The depositor's hits bear a star; & = joins results of further samples. This is a subset (hit frequency here may not be typical).

SMILES	14-3-3g Raf
CCOc1ccc(OCc2ccc(C(=O)O)o2)cc1	-6.6&-4.4
O=C1C2CC=C(Cl)CC2C(=O)N1CNc1ccccn1 (stereo not drawn)	-2.0
Cc1ccc(Oc2ccc3c(c2)C(=O)N(c2ccc(C(=O)O)cc2)C3=O)cc1	1.7
COC(=O)c1nnn(CC(=O)Nc2ccccc2C)c1C(=O)OC	1.5
O=C(Nc1cccc(Cl)c1)Nc1ccc2c(c1)OCO2	-0.2
CCCCCCc1ccc(OC(=O)c2ccncc2)cc1	1.0
Nc1c(C(=O)NCCc2ccccc2)sc(=S)n1-c1cccc(C(F)(F)F)c1	-14.4
Cc1ccccc1-n1c(-c2cccnc2)n[nH]c1=S	3.7&-5.1
O=S(=O)(CC(Cl)c1ccccc1)c1ccc(Oc2ccccc2)cc1 (stereo not drawn)	-0.9
CCc1ccc2nc(NC(N)=NS(=O)(=O)c3ccc(C)cc3)nc(C)c2c1	-1.2
O=C(COc1ccccc1Cl)N1CCCC1	-3.2
CCn1c(CNc2ccc(OC)cc2)nnc1SCC(=O)c1ccc(OC)cc1	-15.1
CC1(C)CC(=O)C2=C(C1)N(CC1CCCO1)C(=O)C2(NC(=O)c1cccnc1)C(F)(F)F (stereo not drawn)	-1.1
CC1CCN(S(=O)(=O)c2ccc3[nH]c(=O)cc(C(=O)NCc4ccccn4)c3c2)CC1	-5.2
Oc1c(C(c2cccs2)N2CCN(c3ccc(F)cc3)CC2)sc2ncnn12 (stereo not drawn)	4.6
CCOc1ccc(N2C(=O)CC(Sc3ncccn3)C2=O)cc1 (stereo not drawn)	-3.4
CSC1=NCCN1C(=O)c1cccc(Cl)c1	-2.0
COC(=O)c1ccc(NC(=O)CSc2nc(C(F)(F)F)cc(=O)[nH]2)cc1	-16.9
CCOC(=O)C1C(=O)C=C(c2cccs2)CC1c1ccco1 (stereo not drawn)	-14.2
CCN(CC)c1cc(C)c2cc(NC(=O)c3cc(OC)cc(OC)c3)ccc2n1	-7.8
CCc1ccc(OCC(=O)Nc2c(C)n(C)n(-c3ccccc3)c2=O)cc1	0.3
CSc1nnc(Cc2cc(=O)[nH]c(=O)[nH]2)n1-c1cccc(C)c1	-5.8
CS(=O)(=O)N(CC(=O)N1CCN(Cc2ccccc2)CC1)Cc1ccccc1	-0.7
COc1ccc(Cn2c(=O)[nH]c3cc(C(=O)NCCc4ccc(S(N)(=O)=O)cc4)ccc3c2=O)cc1	-3.1
COc1ccc(C(=O)Nc2ccc(Cl)c(-c3nc4cc(C)c(C)cc4o3)c2)cc1	-314.1

(next part)
SMILES	14-3-3g Raf
COC(=O)CCC(=O)Nc1cccc([N+](=O)[O-])c1	-15.4
O=S(=O)(c1ccc(Br)cc1)N1CCn2c(nc3ccccc32)C1	-3.7
Cc1ccc(C2C3=C(CC(c4ccco4)CC3=O)Nc3ccccc3N2C(=O)c2ccccc2)cc1 (stereo not drawn)	-22.1
COc1ccc(Cn2c(Oc3ccc(C)cc3)nc3c2c(=O)n(C)c(=O)n3C)cc1	-1.8
COC(=O)CSc1nnc(CNC(=O)c2ccco2)n1C	-10.2
O=C(O)CSc1ncn[nH]1	6.3
COc1ccccc1N1CCN(CCN(C(=O)c2ccc(I)cc2)c2ccccn2)CC1	-2.4
CCN(CC)CCCNc1ccc(N2C(=O)C3C4C=CC(C4)C3C2=O)cc1[N+](=O)[O-] (stereo not drawn)	0.1
Cc1ccccc1Cn1c(CN2CCc3ccccc3C2)nc2c1c(=O)n(C)c(=O)n2C	8.9
O=C(NC1CC1)C1C2C3C4CC5C3C5C4C12 (stereo not drawn)	-0.8
CCCCN(C)C(=O)c1nn(-c2ccc(OCC)cc2)c(=O)c2ccccc12	-0.5
NC(=O)C1CCN(C(=O)c2ccc3c(=O)n(Cc4ccco4)c(SCC(=O)c4ccc(F)cc4)nc3c2)CC1	-5.0
O=C(CCn1c(=O)c2sccc2n(Cc2ccc([N+](=O)[O-])cc2)c1=O)NCc1ccccc1	5.1
COC(=O)CC(=O)CSc1nc(C)cc(C)c1C#N	-6.7
CSCCC(NC(=O)COc1ccccc1)C(=O)N1CCN(c2ccccc2F)CC1 (stereo not drawn)	4.2
O=C(CSc1nc2c([nH]c3ccccc32)c(=O)n1-c1ccccc1)Nc1ccccc1	-5.2
Cc1cn(C2OC(COC(=O)c3ccccc3)C(O)C2O)c(=O)[nH]c1=O (stereo not drawn)	-11.6
Cc1cccc(N2CCN(C(=O)c3cccn4c(=O)c5c(C)c(C)sc5nc34)CC2C)c1 (stereo not drawn)	0.4
COc1ccc(N2CCN(C(=O)C3CCCN(S(=O)(=O)c4cccc5cccnc45)C3)CC2)cc1 (stereo not drawn)	-3.4
O=C(C1CCC(CNS(=O)(=O)c2ccc(F)cc2)CC1)N1CCOCC1 (stereo not drawn)	-3.4
O=C1CCN2C=Nc3cccc4ccc1c2c34	-10.0
O=C1c2ccccc2C(Nc2ccccc2F)N1c1cccnc1 (stereo not drawn)	2.7
COc1cccc(C(=O)NCC(c2cccnc2)N2CCN(c3ccccc3OC)CC2)c1 (stereo not drawn)	-7.2
CCN1CCN(c2ccc(N3C(=O)C4C5C=CC(C5)C4C3=O)cc2[N+](=O)[O-])CC1 (stereo not drawn)	0.1
Cc1ccc(Cn2nnc3c(=O)[nH]c(C4CCN(C(=O)c5cccs5)CC4)nc32)cc1	5.9

Molecules above containing a thiophene ring, fused or not:
SMILES	14-3-3g Raf
Oc1c(C(c2cccs2)N2CCN(c3ccc(F)cc3)CC2)sc2ncnn12 (stereo not drawn)	4.6
CCOC(=O)C1C(=O)C=C(c2cccs2)CC1c1ccco1 (stereo not drawn)	-14.2
O=C(CCn1c(=O)c2sccc2n(Cc2ccc([N+](=O)[O-])cc2)c1=O)NCc1ccccc1	5.1
Cc1cccc(N2CCN(C(=O)c3cccn4c(=O)c5c(C)c(C)sc5nc34)CC2C)c1 (stereo not drawn)	0.4
Cc1ccc(Cn2nnc3c(=O)[nH]c(C4CCN(C(=O)c5cccs5)CC4)nc32)cc1	5.9

(cont.)
SMILES	14-3-3g Raf
O=C(O)c1cccc2c1NC(c1ccccc1)C1C3CCC(C3)C21 (stereo not drawn)	-3.0
CCN(Cc1ccccc1)C(=O)Cn1ncc2c(=O)oc3ccccc3c21	-1.0
COC(=O)c1c(N2C(=O)CC(Sc3ncccc3C(=O)O)C2=O)sc(C)c1C (stereo not drawn)	-10.9
COc1ccc(S(=O)(=O)N(C)CC(=O)N2CCCCCC2)cc1OC	-0.5
Cc1cc(C)c(S(=O)(=O)Nc2ccc(Br)cc2)cc1S(=O)(=O)Nc1ccc(Br)cc1	4.0
CCC1(C)OC(=O)N(Cc2ccco2)C1(C)O (stereo not drawn)	-26.6
CCOC(=O)c1c(NC(=O)c2ccccc2C)sc2c1CCC(C)C2 (stereo not drawn)	4.9
Cc1cc2cc(CNS(=O)(=O)c3ccccc3)ccc2n1C	-43.8
Cc1ccc(NC(=O)c2cc3n(n2)C(C(F)(F)F)CC(c2ccccc2)N3)cc1C (stereo not drawn)	-8.5
COc1cc2c(cc1OC)C(COc1ccc(F)cc1)N(C(=O)c1ccc(F)cc1)CC2 (stereo not drawn)	-9.0
CCCn1c(=O)c(C(=O)NCc2ccco2)c(O)c2ccccc21	-10.7
COc1ccc(CCNc2ncnc3c2oc2ccccc23)cc1OC	-3.5
CCc1ccc(C2C(C(=O)OC)=CN(C3CC3)C=C2C(=O)OC)s1	-10.6
Cc1cccc(OCC(=O)Nc2ccc(-c3nc4ccccc4o3)cc2)c1C	-138.3
CCOc1cc(C2C(C(=O)OC(C)C)=C(C)NC3=C2C(=O)CC(c2cccs2)C3)cc([N+](=O)[O-])c1O (stereo not drawn)	-14.2
Cc1cc(C)cc(NC(=O)c2nnn(Cc3cc(C)ccc3C)c2N)c1	0.7
CCOC(=O)c1cc(CC)sc1NC(=O)CC1Sc2ccc(C(F)(F)F)cc2NC1=O (stereo not drawn)	-3.5
Cc1ccc(Oc2nc3c(c(=O)n(C)c(=O)n3C)n2Cc2ccc(Cl)cc2)cc1	9.8
COc1ccc(-c2oc3ncn4nc(-c5ccco5)nc4c3c2-c2ccc(OC)cc2)cc1	-2.4
CCN(CC)S(=O)(=O)c1cc(C(=O)Oc2cccc(N3C(=O)c4ccccc4C3=O)c2)ccc1C	5.7
COc1ccccc1CN1CCN(Cc2cc(OC)c(O)c(OC)c2)CC1	-3.0
Cc1c(N=Cc2cc([N+](=O)[O-])ccc2N2CCCCCC2)c(=O)n(-c2ccccc2)n1C	-7.3
CCN(CC)CCN1C(=O)C(=O)/C(=C(/O)c2ccc(OC(C)C)cc2)C1c1ccncc1 (stereo not drawn)	-6.0
COc1ccccc1-n1c(CNC(=O)c2ccc(S(=O)(=O)N(C)C)cc2)n[nH]c1=S	3.9
CC1CCCC(C)N1CCNC(=O)CN1C(=O)CSc2ccc(S(=O)(=O)N3CCCC3)cc21 (stereo not drawn)	-12.3

The listing continues.
SMILES	14-3-3g Raf
CC1CN(C)c2ccccc2N(C)C1=O (stereo not drawn)	-1.0
O=C(NCc1cccnc1)c1cccc(NC(=O)c2ccco2)c1	-2.5
CC1(C)CC(=O)c2sc(NS(=O)(=O)Cc3ccccc3)nc2C1	-15.2
CCOc1nc(-c2ccc(OC)cc2)ccc1-c1noc(-c2cccnc2)n1	-16.2
CCOc1ccc(-n2c(=O)c3sccc3n(CC(=O)NCc3ccco3)c2=O)cc1	-0.8
CC(=O)c1cccc(NC(=O)C2C3C=CC(C3=C(c3ccccc3)c3ccccc3)C2C(=O)O)c1 (stereo not drawn)	-8.5
COc1ccc(Cn2c3nc4ccccc4nc3c3c(=O)n(Cc4ccco4)cnc32)cc1	-0.4
Cc1ccc([N+](=O)[O-])cc1NC(=O)C1(C)CC2c3ccccc3C1c1ccccc12 (stereo not drawn)	-0.3
O=C(c1c[nH]c2ccc(S(=O)(=O)N3CCCCC3c3cccnc3)cc2c1=O)N1CCCC1 (stereo not drawn)	-9.3
CCn1cc(C(=O)NCC2CCCO2)c(=O)c2cc(S(=O)(=O)N3CCC(C)CC3)ccc21 (stereo not drawn)	-0.5
CCc1ccc(N2C(=O)NC3CC2(C)Oc2c(OC)cccc23)cc1 (stereo not drawn)	-0.9
CCC(C)(C#CCN1CCCCC1)OCCC#N (stereo not drawn)	2.2
COC(=O)c1cn(C(=O)c2ccco2)c2ccccc12	-3.0&-1.9
C=CCNc1nc2c(c(=O)n(C)c(=O)n2C)n1CCCCCC	5.2
O=c1oc2cc(Br)ccc2n1CSC1=NCCS1	-1.6
CN(c1ccc2cccc(O)c2n1)c1ccc2cccc(O)c2n1	-2.0
CCOC(=O)CON1C(=O)C(C)(C)N(OCC(=O)OCC)C(=O)C1(C)C	4.2
CCN(CC)C(=O)C1c2cc(OC)c(OC)cc2C(=O)N(C)C1c1ccc(SC)cc1 (stereo not drawn)	3.9
CC(C)(C)NC(=O)C1CCN(S(=O)(=O)c2ccc(Br)cc2)CC1	-1.1
Cc1c(-c2nc(N)nc(Nc3ccccc3)n2)oc2ccccc12	1.3
Cc1cc(C)nc(/N=C(\NC(=O)c2ccccc2)Nc2ccc(C(C)C)cc2)n1	1.9
CC1CCc2nc(NC(=O)c3ccc(S(=O)(=O)N4CCOCC4)cc3)sc2C1 (stereo not drawn)	-19.6
Nc1nc(NCc2c(F)cccc2Cl)nn1-c1ccccc1	-6.8
O=C(Oc1ccc(S(=O)(=O)c2ccc(OC(=O)c3ccco3)cc2)cc1)c1ccco1	-1.5
CC(=O)N1CCN(Cc2nc3cc(NC(=O)C4CCCCC4)ccc3n2C)CC1	-0.8

Part of the list above, field by field:
CN(c1ccc2cccc(O)c2n1)c1ccc2cccc(O)c2n1
- 14-3-3g Raf = -2.0

CCOC(=O)CON1C(=O)C(C)(C)N(OCC(=O)OCC)C(=O)C1(C)C
- 14-3-3g Raf = 4.2

Next part:
SMILES	14-3-3g Raf
CCCCN(CC)S(=O)(=O)c1ccc(C(=O)Nc2nnc(C)o2)cc1	-3.8
O=C(Nc1cccc(C(F)(F)F)c1)c1cc(-c2ccco2)nc2ccccc12	-23.7
CC1=C(C#N)C(Nc2cccc(C)n2)(C(F)(F)F)C(=O)N1 (stereo not drawn)	-2.1
S=C1NCN(Cc2ccco2)CN1Cc1ccccc1	-7.6
COCCNC(=O)Cn1c(=O)n(Cc2cccs2)c(=O)c2ccc(Cl)cc21	-5.5
CCOc1ccc(C(=C(Cl)Cl)c2ccc(OCC)c([N+](=O)[O-])c2)cc1[N+](=O)[O-]	-1.8
CCOc1ccc(CNC(=O)c2cc(-c3ccccn3)nc3ccc(S(=O)(=O)N4CCOCC4)cc23)cc1	-6.1
CCN1CCN(C(=O)Cn2nc(-c3ccc(Cl)cc3)ccc2=O)CC1	3.5
O=C(Nc1cc(Cl)ccc1C(=O)O)c1cccs1	-3.5
COc1cc2nc(=S)n3[nH]c(CCn4c(C)nc5ccccc54)nc3c2cc1OC	-1.2
O=C(CCCCCn1c(=S)[nH]c2cc3c(cc2c1=O)OCO3)NCc1ccc2c(c1)OCO2	-4.5
CCOc1ccc(C2C(C(=O)OC3CCCCCC3)=C(C)NC3=C2C(=O)C(C(=O)OC)C(C)C3)cc1 (stereo not drawn)	-7.6
O=C(NCc1ccc2c(c1)OCO2)c1cc2n(n1)C(C(F)(F)F)CC(c1ccc3c(c1)OCO3)N2 (stereo not drawn)	-4.2&-6.3
CC(=O)N1CCc2cc(S(=O)(=O)CCC(=O)Nc3ccc(Cl)cc3)ccc21	1.4
CCCCNc1nc2c(c(=O)n(C)c(=O)n2C)n1Cc1ccc(F)cc1	2.6
CSc1nc(C)c(C(=O)Nc2ccccc2)c(-c2ccco2)c1C#N	-7.0
COc1ccc(OC)c(C2C(C(C)=O)=C(O)C(=O)N2CCN2CCOCC2)c1 (stereo not drawn)	3.2
CCc1nnc(NC(=O)CCC(=O)Nc2ccccc2)s1	-4.1
O=C(Nc1nccs1)c1cc2cc(Br)ccc2oc1=Nc1cccc(C(F)(F)F)c1	4.1
CCCNc1nc2c(c(=O)[nH]c(=O)n2C)n1CC(C)C	-8.5
CN=C(Nc1ccc(OC(F)(F)Cl)cc1)SC1CC(=O)N(c2ccc(C(=O)O)cc2)C1=O (stereo not drawn)	-4.8
CC=Cc1n(C)c2ccccc2[n+]1C	11.3

Pulled one by one from above:
SMILES	14-3-3g Raf
O=C(C1CCC(CNS(=O)(=O)c2ccc(F)cc2)CC1)N1CCOCC1 (stereo not drawn)	-3.4
CC(=O)N1CCN(Cc2nc3cc(NC(=O)C4CCCCC4)ccc3n2C)CC1	-0.8
